PHOSPHO1 block – blocks human PHOSPHO1 phosphatase activity; Q8TCT1; recombinant PHOSPHO1, absorbance phosphatase assay; inhibition, % at 13.3 µM; 290,000 compounds, 1.1% hits; AID 1565; in the data active = inhibition above about 60%
Target sequence (Q8TCT1 whole entry, looked up): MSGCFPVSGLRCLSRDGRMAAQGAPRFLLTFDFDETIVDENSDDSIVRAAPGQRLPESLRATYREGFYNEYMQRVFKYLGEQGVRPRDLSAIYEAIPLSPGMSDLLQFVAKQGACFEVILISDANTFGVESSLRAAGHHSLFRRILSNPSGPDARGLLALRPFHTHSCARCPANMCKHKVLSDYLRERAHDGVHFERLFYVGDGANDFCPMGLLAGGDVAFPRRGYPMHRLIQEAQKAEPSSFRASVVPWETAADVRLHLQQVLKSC
NALP1 yeast inh – blocks the NALP1 inflammasome reconstituted in yeast; S. cerevisiae NALP1/ASC/caspase-1 growth, X-gal OD620, 72 h; inhibition, % at 10 µM; 280,000 compounds, 0.61% hits; in the data active = inhibition mostly above about 24%, no sharp cut-off; inactive = mostly below about 32%; also: some compounds called inactive have numbers as strong as hits
MEKK3 PB1 HTS – modulators (inhibitors or enhancers) of MEK5 binding to human MEKK3 PB1 domain; Q99759; bead-based flow cytometry, Alexa488-MEK5 binding to MEKK3; actives lie on both sides; 0 = blocked by unlabeled MEK5, 100 = vehicle; binding response (% of control), % at 10 µM; 290,000 compounds, 1.4% hits; AID 1529;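 active = binding response more than 3 SD above or below the average of its plate-row segment, actives on both sides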;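 also: Alexa488 bead fluorescence after subtracting the streptavidin-only scavenger bead signal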
Target sequence (Q99759 whole entry, looked up, the tested form may be a part): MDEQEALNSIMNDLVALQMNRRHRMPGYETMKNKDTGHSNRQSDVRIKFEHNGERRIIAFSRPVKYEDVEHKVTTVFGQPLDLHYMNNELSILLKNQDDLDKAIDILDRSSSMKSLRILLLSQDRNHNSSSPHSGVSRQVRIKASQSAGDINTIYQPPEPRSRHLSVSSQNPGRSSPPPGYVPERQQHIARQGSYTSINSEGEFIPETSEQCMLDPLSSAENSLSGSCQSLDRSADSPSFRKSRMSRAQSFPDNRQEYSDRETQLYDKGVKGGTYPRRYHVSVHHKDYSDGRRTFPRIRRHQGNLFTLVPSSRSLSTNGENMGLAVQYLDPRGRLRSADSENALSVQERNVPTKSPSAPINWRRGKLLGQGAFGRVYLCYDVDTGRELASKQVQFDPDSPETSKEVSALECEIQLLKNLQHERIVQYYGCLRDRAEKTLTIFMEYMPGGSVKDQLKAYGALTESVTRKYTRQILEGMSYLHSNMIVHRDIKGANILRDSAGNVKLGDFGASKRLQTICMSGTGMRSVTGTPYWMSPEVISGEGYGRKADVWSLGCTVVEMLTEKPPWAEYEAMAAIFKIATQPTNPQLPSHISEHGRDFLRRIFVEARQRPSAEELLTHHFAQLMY
GPR7 antag – antagonists of human GPR7 (neuropeptides B/W receptor 1); P48145; GPR7-expressing cells, fluorescence antagonist assay; inhibition, % at 4.4 µM; 290,000 compounds, 1.1% hits; AID 1861; in the data active = inhibition above about 16%, passing the limit was not always enough;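 also: cells stimulated with the agonist NPW; 0% = agonist with vehicle and 100% = vehicle without agonist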
MEKK2 WT-MEK5 – raises or lowers MEK5 binding to wildtype human MEKK2 PB1 domain; Q9Y2U5; bead flow cytometry, Alexa488-MEK5 binding to MEKK2 WT; actives lie on both sides; binding response (% of control), % at 10 µM; 290,000 compounds, 1.1% hits; in the data active = binding response below about 67% or above about 130%
MEKK2 mut-MEK5 – signal of MEK5 binding to mutant human MEKK2 PB1 domain. 290,000 compounds, 0.35% hits. percent response, % at 10 µM. bead flow cytometry, Alexa488-MEK5 binding to MEKK2 mutant. AID 1530; in the data active = percent response above about 24%, passing the limit was not always enough; also: inactives centre near 1; some results filed as inactive read as strong as hits; reference of the scale not given here
OXTR agonist – agonists of human oxytocin receptor. activation, % at 3 µM. CHO-OTR cells, Fluo-8 calcium fluorescence; normalized: DMSO 0%, oxytocin 100%. 320,000 compounds, 0.32% hits. AID 2435;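 active = activation above the mean of all tested compounds plus 3 SD, cutoff set per screening run, cut at about 20% in these data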;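 also: peak over basal fluorescence ratio from a 100 s FLIPR kinetic read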
GalR3 antag – antagonists of human GalR3 | O60755 | 360,000 compounds, 0.44% hits | inhibition, % at 3 µM | HEK293 GalR3-CNG cAMP membrane potential fluorescence; galR3 body fused to GalR1 C-terminus | AID 651719;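 active = inhibition above the screen-wide average plus 3 SD, cut at about 13% in these data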;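 also: forskolin and galanin both at EC90 stimulate the cells; cAMP rise reported by CNG channel membrane potential dye signal; 0% = forskolin plus galanin with DMSO and 100% = forskolin alone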
V1aR counter – counter-screen for oxytocin receptor agonists: human V1a receptor agonists; CHO-V1R cells, Fluo-8 calcium fluorescence, agonist mode; 0% DMSO, 100% 3 nM vasopressin; activation, % at 3 µM; 320,000 compounds, 0.25% hits; AID 2797;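 active = activation above the mean activation of all tested compounds plus 3 SD, per screening run, cut at about 20% in these data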;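 also: signal is peak over basal fluorescence ratio across a 100 second FLIPR read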
* marks the source's active call; other numbers are inactive results.

`CC1=NN(c2ccc(C(=O)OC(C)C)cc2)C(=O)/C1=C\C=C\c1ccco1` gave PHOSPHO1 block -8, NALP1 yeast inh 14, MEKK3 PB1 HTS 109, GPR7 antag -9, MEKK2 WT-MEK5 102, MEKK2 mut-MEK5 3, OXTR agonist -0.5, GalR3 antag -1 and V1aR counter -0.8.
`COC(=O)c1cccc(NC(=O)CC2C(=O)NCCN2C(=O)Nc2cc(C)cc(C)c2)c1` (configuration not stated) gave PHOSPHO1 block 13, NALP1 yeast inh 18, MEKK3 PB1 HTS 101, GPR7 antag -11, MEKK2 WT-MEK5 104, MEKK2 mut-MEK5 -1, OXTR agonist -0.3, GalR3 antag -1 and V1aR counter -1.0.
For C/C(=N/NC(=O)c1ccc(Cl)cc1Cl)c1cccnc1 the results were NALP1 yeast inh 3, MEKK3 PB1 HTS 99, GPR7 antag -7, MEKK2 WT-MEK5 102, MEKK2 mut-MEK5 0, OXTR agonist -0.7 and V1aR counter 0.3.
CCOC(=O)C(c1ccccc1)C(Nc1ccc(Cl)c(Cl)c1)c1ccccn1 (configuration not stated) was read as PHOSPHO1 block 8, NALP1 yeast inh 13, MEKK3 PB1 HTS 91, GPR7 antag 3, MEKK2 WT-MEK5 97, MEKK2 mut-MEK5 -14, OXTR agonist -3.2, GalR3 antag -6 and V1aR counter 0.0.
Cc1ccc(S(=O)(=O)n2nc(OC(=O)c3ccccc3F)cc2N)cc1 was read as PHOSPHO1 block 36, NALP1 yeast inh 3, MEKK3 PB1 HTS 104, GPR7 antag 1, MEKK2 WT-MEK5 108, MEKK2 mut-MEK5 8, OXTR agonist -1.1, GalR3 antag -6 and V1aR counter -1.1.
COCCn1c(SCC(=O)NC2CCCC2)nnc1-c1ccco1 was read as PHOSPHO1 block -3, NALP1 yeast inh 0, MEKK3 PB1 HTS 103, GPR7 antag -10, MEKK2 WT-MEK5 98, MEKK2 mut-MEK5 1, OXTR agonist -0.3, GalR3 antag -5 and V1aR counter -0.5.
Cc1oc2c(c(C)cc3oc(=O)c(CC(=O)N[C@@H](C)C(=O)O)c(C)c32)c1C was read as PHOSPHO1 block 1, NALP1 yeast inh 11, MEKK3 PB1 HTS 97, GPR7 antag 11, MEKK2 WT-MEK5 96, MEKK2 mut-MEK5 -1, OXTR agonist -1.0, GalR3 antag -9 and V1aR counter 8.6.
For COC(=O)Cn1c(CN2CCC(Cc3ccccc3)CC2)nc2c1c(=O)n(C)c(=O)n2C the results were PHOSPHO1 block 11, NALP1 yeast inh 31, MEKK3 PB1 HTS 100, GPR7 antag -6, MEKK2 WT-MEK5 100, MEKK2 mut-MEK5 -2, OXTR agonist 0.4, GalR3 antag -4 and V1aR counter 2.0.
For Cc1nn(-c2ccccc2)c(C)c1C(=O)OCC(=O)N1CCN(S(=O)(=O)c2ccccc2)CC1 the results were PHOSPHO1 block -14, NALP1 yeast inh 12, MEKK3 PB1 HTS 97, GPR7 antag -6, MEKK2 WT-MEK5 95, MEKK2 mut-MEK5 -1, OXTR agonist 0.6, GalR3 antag -4 and V1aR counter -0.4.
For Cc1ncc(CO)c(/C=N/NC(=O)c2ccc(Br)cc2)c1O the results were PHOSPHO1 block -24, NALP1 yeast inh -3, MEKK3 PB1 HTS 112, GPR7 antag -11, MEKK2 WT-MEK5 99, MEKK2 mut-MEK5 1, OXTR agonist 0.3 and V1aR counter 0.0.
For COc1ccc2c(c1)C(NC(C)=O)C(=O)N2C (configuration not stated) the results were PHOSPHO1 block -31, NALP1 yeast inh 7, MEKK3 PB1 HTS 105, GPR7 antag -6, MEKK2 WT-MEK5 103, MEKK2 mut-MEK5 3, OXTR agonist 0.4, GalR3 antag -3 and V1aR counter -0.2.
`COc1ccc(NC(=O)CCN2CCCCCC2)cc1` gave PHOSPHO1 block -4, NALP1 yeast inh 9, MEKK3 PB1 HTS 105, GPR7 antag -8, MEKK2 WT-MEK5 108, MEKK2 mut-MEK5 4, OXTR agonist 0.1, GalR3 antag -4 and V1aR counter 0.8.
Screening CCOC(=O)c1ccc(NC(=O)CCC(=O)NCc2ccco2)cc1 returned PHOSPHO1 block 34, NALP1 yeast inh -3, MEKK3 PB1 HTS 102, GPR7 antag 0, MEKK2 WT-MEK5 105, MEKK2 mut-MEK5 5, OXTR agonist -1.1, GalR3 antag -5 and V1aR counter -0.2.
CCS(=O)(=O)Nc1ccc(C(=O)OC)cc1 was read as PHOSPHO1 block 16, NALP1 yeast inh 5, MEKK3 PB1 HTS 97, GPR7 antag -1, MEKK2 WT-MEK5 95, MEKK2 mut-MEK5 -5, OXTR agonist 0.9, GalR3 antag -5 and V1aR counter 1.9.
For Cc1ccc(Cl)cc1-n1c(=O)cc(N2CCN(C(=O)c3ccco3)CC2)[nH]c1=O the results were PHOSPHO1 block 10, NALP1 yeast inh 10, MEKK3 PB1 HTS 114, GPR7 antag -4, MEKK2 WT-MEK5 110, MEKK2 mut-MEK5 8, OXTR agonist 0.4, GalR3 antag -4 and V1aR counter 1.0.
For CCCCOC(=O)c1ccc(S(N)(=O)=O)o1 the results were PHOSPHO1 block -9, NALP1 yeast inh -39, MEKK3 PB1 HTS 104, GPR7 antag -5, MEKK2 WT-MEK5 100, MEKK2 mut-MEK5 -2, OXTR agonist -0.1, GalR3 antag 9 and V1aR counter 0.3.
COC(=O)c1c(C)cc(O)cc1O was read as MEKK3 PB1 HTS 105, MEKK2 WT-MEK5 106, MEKK2 mut-MEK5 2, OXTR agonist 0.9, GalR3 antag 0 and V1aR counter 0.7.
`Cc1cccc(N(C(=O)c2ccc(CN3CCOCC3)o2)C(C(=O)NC(C)(C)C)c2ccc(F)cc2)c1` (configuration not stated) gave PHOSPHO1 block -17, NALP1 yeast inh -67, MEKK3 PB1 HTS 97, GPR7 antag -6, MEKK2 WT-MEK5 98, MEKK2 mut-MEK5 2, OXTR agonist -2.0, GalR3 antag 1 and V1aR counter -1.5.
`COc1ccc(OC)c(/C=N/NC(=O)C(=O)N2CCCC2)c1` gave PHOSPHO1 block 40, NALP1 yeast inh -8, MEKK3 PB1 HTS 97, GPR7 antag 0, MEKK2 WT-MEK5 89, MEKK2 mut-MEK5 -8, OXTR agonist -1.1, GalR3 antag -3 and V1aR counter -0.6.
Screening CCC(CC)COC(=O)C1=C(C)NC(=O)NC1c1ccccc1Br (configuration not stated) returned PHOSPHO1 block 8, NALP1 yeast inh 1, MEKK3 PB1 HTS 104, GPR7 antag -9, MEKK2 WT-MEK5 99, MEKK2 mut-MEK5 5, OXTR agonist -1.4, GalR3 antag -3 and V1aR counter -1.1.
For CCNC(=O)c1sccc1-n1cccc1 the results were PHOSPHO1 block -1, NALP1 yeast inh 1, MEKK3 PB1 HTS 105, GPR7 antag 10, MEKK2 WT-MEK5 106, MEKK2 mut-MEK5 6, OXTR agonist 1.3, GalR3 antag -2 and V1aR counter 1.4.
Screening CCN(/C=N/c1sc2c(c1C#N)CC(C)(C)NC2(C)C)CC returned PHOSPHO1 block -9, NALP1 yeast inh -7, MEKK3 PB1 HTS 101, GPR7 antag -1, MEKK2 WT-MEK5 105, MEKK2 mut-MEK5 3, OXTR agonist 1.3, GalR3 antag -3 and V1aR counter 0.9.
For O=C(Nc1ccc2c(c1)OCCO2)C1CCN(C(=O)c2ccc([N+](=O)[O-])cc2)CC1 the results were PHOSPHO1 block 66*, NALP1 yeast inh 13, MEKK3 PB1 HTS 92, GPR7 antag -6, MEKK2 WT-MEK5 98, MEKK2 mut-MEK5 -2, OXTR agonist 0.6, GalR3 antag -4 and V1aR counter 0.1.
`COc1nc(N)nc(NC23CC4CC(CC(C4)C2)C3)n1` gave PHOSPHO1 block -20, NALP1 yeast inh 11, MEKK3 PB1 HTS 104, GPR7 antag -10, MEKK2 WT-MEK5 106, MEKK2 mut-MEK5 7, OXTR agonist -0.5, GalR3 antag -5 and V1aR counter -1.3.
Screening CCCC(c1nnnn1C(C)(C)CC)N(Cc1ccco1)Cc1cc2ccc(OC)cc2[nH]c1=O (configuration not stated) returned PHOSPHO1 block 4, NALP1 yeast inh 13, MEKK3 PB1 HTS 102, GPR7 antag -19, MEKK2 WT-MEK5 97, MEKK2 mut-MEK5 4 and GalR3 antag -1.
Cc1ccccc1Cn1cnc2c(nnn2Cc2ccc(F)cc2)c1=O was read as PHOSPHO1 block 21, NALP1 yeast inh -21, MEKK3 PB1 HTS 103, GPR7 antag 25, MEKK2 WT-MEK5 102, MEKK2 mut-MEK5 6, OXTR agonist 1.7, GalR3 antag -4 and V1aR counter 1.9.
For Cc1ccc(N2CC(C(=O)N3CCCCC3)CC2=O)cc1C (configuration not stated) the results were PHOSPHO1 block 31, NALP1 yeast inh 7, MEKK3 PB1 HTS 100, GPR7 antag -7, MEKK2 WT-MEK5 107, MEKK2 mut-MEK5 8, OXTR agonist 0.3, GalR3 antag -2 and V1aR counter -0.1.
Screening COc1ccc(-c2nnn(CC(=O)OC3CCCCC3)n2)cc1OC returned PHOSPHO1 block -8, NALP1 yeast inh 25, MEKK3 PB1 HTS 107, GPR7 antag 1, MEKK2 WT-MEK5 102, MEKK2 mut-MEK5 3, OXTR agonist 2.7, GalR3 antag 1 and V1aR counter 4.0.
For O=C(c1ccc([N+](=O)[O-])cc1)N(Cc1cccs1)C1CCS(=O)(=O)C1 (configuration not stated) the results were PHOSPHO1 block 46, NALP1 yeast inh 28, MEKK3 PB1 HTS 99, GPR7 antag 5, MEKK2 WT-MEK5 98, MEKK2 mut-MEK5 -5, OXTR agonist -0.3, GalR3 antag -3 and V1aR counter 0.6.
Cc1ccc(NC(=O)N2CCCC(c3nc(-c4ccc(F)cc4)no3)C2)cc1 (configuration not stated) was read as PHOSPHO1 block 45, MEKK3 PB1 HTS 110, GPR7 antag -6, MEKK2 WT-MEK5 110, MEKK2 mut-MEK5 9, OXTR agonist -2.6, GalR3 antag -8 and V1aR counter 2.7.
CCN(CC)S(=O)(=O)c1cc(C)ccc1NC(=S)Nc1cccnc1 was read as PHOSPHO1 block 13, NALP1 yeast inh -24, MEKK3 PB1 HTS 103, GPR7 antag -5, MEKK2 WT-MEK5 99, MEKK2 mut-MEK5 0, OXTR agonist 1.1, GalR3 antag -6 and V1aR counter 1.2.
`CCn1c(=O)c([N+](=O)[O-])c(NCCCn2ccnc2)c2ccccc21` gave PHOSPHO1 block 16, NALP1 yeast inh 13, MEKK3 PB1 HTS 89, GPR7 antag -6, MEKK2 WT-MEK5 89, MEKK2 mut-MEK5 -15, OXTR agonist -0.6, GalR3 antag -4 and V1aR counter 0.3.
For CCOC(=O)C1CCN(c2ccc([N+](=O)[O-])cc2S(=O)(=O)N2CCOCC2)CC1 the results were PHOSPHO1 block 11, NALP1 yeast inh 12, MEKK3 PB1 HTS 100, GPR7 antag 3, MEKK2 WT-MEK5 99, MEKK2 mut-MEK5 2, OXTR agonist 1.3, GalR3 antag -9 and V1aR counter 2.7.

Entries above that have two or more sulfur atoms (2):
For O=C(c1ccc([N+](=O)[O-])cc1)N(Cc1cccs1)C1CCS(=O)(=O)C1 (configuration not stated) the results were PHOSPHO1 block 46, NALP1 yeast inh 28, MEKK3 PB1 HTS 99, GPR7 antag 5, MEKK2 WT-MEK5 98, MEKK2 mut-MEK5 -5, OXTR agonist -0.3, GalR3 antag -3 and V1aR counter 0.6.
CCN(CC)S(=O)(=O)c1cc(C)ccc1NC(=S)Nc1cccnc1 was read as PHOSPHO1 block 13, NALP1 yeast inh -24, MEKK3 PB1 HTS 103, GPR7 antag -5, MEKK2 WT-MEK5 99, MEKK2 mut-MEK5 0, OXTR agonist 1.1, GalR3 antag -6 and V1aR counter 1.2.

Screening results: PubChem BioAssay, several laboratories
